Rhodamine autofl: qHTS Assay for Spectroscopic Profiling in Rhodamine Spectral Region; Rhodamine-region fluorescence, 547/598 nm, Tris buffer; hits give high values; max dye-equivalent concentration, M; hit rate 0.05% among 59,000; AID 594, 2007; in the data active = max dye-equivalent concentration above about 11 nM; inconclusive = between about 1.1 nM and that limit
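Intrinsic compound fluorescence, ex 547 / em 598 nm, CCD imager. Tris 100 mM pH 8.0; 15 min RT. Output = rhodamine dye-equivalent concentration at each compound concentration.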
Fluorescein autfl: qHTS Assay for Spectroscopic Profiling in Fluorescein Spectral Region; Compound autofluorescence, 480/540 nm, fluorescein-equivalent; hits give high values; max fluorescein-equivalent concentration, M; hit rate 0.91% among 59,000; AID 593, 2007; in the data active = max fluorescein-equivalent concentration above about 10 nM; inconclusive = between about 1.1 nM and that limit
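Library compounds, added at multiple concentrations to pH 8.0 Tris buffer (100 mM), incubate 15 min at room temperature before CCD imaging at 480 nm excitation and 540 nm emission.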
TexasRed autofl: qHTS Assay for Spectroscopic Profiling in Texas Red Spectral Region; max dye-equivalent concentration, M; Compound fluorescence, Texas Red channel, 547/618 nm; hits give high values; hit rate 0.06% among 59,000; in the data active = max dye-equivalent concentration above about 10 nM; inconclusive = between about 1.1 nM and that limit
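Compound titrations in 100 mM Tris pH 8.0 were incubated 15 min at room temperature and read at 547 nm excitation / 618 nm emission. Texas Red six-point standard curve on each plate converted fluorescence to dye-equivalent concentration.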
HEK293 cAMP ctrl: qHTS Assay for Agonists of the Thyroid Stimulating Hormone Receptor: Activators of Intracellular cAMP Concentrations in Parental HEK 293. parental HEK293 CNG cAMP sensor, membrane potential fluorescence. Potency, µM (highest dose often 57.1 µM), without a hit: at the top dose activation, usual class: activators. hit rate 2.5% among 73,000. AID 938, 2007; note: potency is the fitted concentration of half-maximal effect; % of control where 0% means no effect; nearly all actives have a fitted effect of over 55% in size
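Parental HEK 293 cells stably expressing a cAMP-gated CNG channel were loaded with membrane potential dye containing 100 uM RO 20-1724 for 60 min. Compound added for 30 min; depolarization read as fluorescence intensity at 590 nm.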
ERK AVP inh: qHTS Assay for Inhibitors of the ERK Signaling Pathway using a Homogeneous Screening Assay | HEK293-V1b, vasopressin-stimulated pERK AlphaScreen | Potency, µM (titrated, usually from 57.5 µM), without a hit: top-dose activity, negative = inhibition, most hits filed as inhibitors | hit rate 0.99% among 72,000 | AID 995, 2007; note: potency is the fitted concentration of half-maximal effect; % is set by controls: 0 for no effect and ±100 for the full control effect; nearly all actives have a fitted effect of over 55% in size
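Phosphorylated ERK1/2 detected via AlphaScreen bead proximity in lysates of V1b-expressing HEK293 cells given 25 nM vasopressin for 5 min after 30 min compound exposure (37 °C). AC50 from Hill equation; basal DMSO 0%, vasopressin 100%.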
Caspase-7 inhib: qHTS Assay for Allosteric/Competitive Inhibitors of Caspase-7. P55210. recombinant caspase-7, Ac-DEVD-AFC fluorescence rate. Potency, µM (top dose mostly 57.5 µM), for the others: top-dose activity change, negative = inhibition, actives largely listed as inhibitors. hit rate 0.02% among 75,000; active = well fitted inhibition curve with a large enough effect in the main read-out, with a control signal flat, not every such curve was filed as active; inconclusive = small, poorly fitted or top-dose-only effect, or a change in a side signal; note: potency is the fitted concentration of half-maximal effect; % of control where 0% means no effect
USP2a inhib: qHTS Assay for Inhibitors of Ubiquitin-specific Protease USP2a; USP2a enzymatic assay, qHTS inhibition; Potency, µM (highest dose often 38.3 µM), without a hit: top-dose activity change, negative = inhibition, usual class: inhibitors; AID 927, 2007; hit rate 0.1% among 60,000;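 note: potency is the fitted concentration of half-maximal effect; nearly all actives have a fitted effect of over 60% in size; plate controls were DMSO for no effect and NEM full inhibition control for full effect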
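Coupled readout: USP2-cleaved Ub-PLA2 (20nM final) turns over NBD C6-HPC (20uM final), Ex 460nm/Em 535nm after 2.5 h, time-zero read flagging artifacts. Enzyme (20nM final, pH 8.0 Tris) given 30 min RT with compound first; NEM defines full inhibition.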
Casp1 inh: qHTS Assay for Allosteric/Competitive Inhibitors of Caspase-1; Potency, µM (top dose mostly 57.5 µM), for the others: top-dose activity change, negative = inhibition, usual class: inhibitors; Caspase-1 enzyme, Ac-WEHD-AFC fluorogenic rate; P29466; hit rate 0.03% among 75,000;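 note: potency is the fitted concentration of half-maximal effect; plate controls were vehicle for no effect and no substrate for full effect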
Target sequence (P29466 120-297 limits assumed): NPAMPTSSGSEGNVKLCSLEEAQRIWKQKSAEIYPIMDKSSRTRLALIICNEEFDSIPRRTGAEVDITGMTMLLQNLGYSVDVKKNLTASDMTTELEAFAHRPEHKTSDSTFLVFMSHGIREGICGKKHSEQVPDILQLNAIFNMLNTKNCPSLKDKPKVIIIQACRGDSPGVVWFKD
Target sequence (P29466 317-404 limits assumed): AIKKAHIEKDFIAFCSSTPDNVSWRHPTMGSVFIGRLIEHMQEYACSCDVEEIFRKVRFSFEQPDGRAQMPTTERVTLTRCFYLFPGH
Tau filament bind: qHTS Assay for Tau Filament Binding; recombinant tau filaments, thioflavin S fluorescence, 15 h; filaments grown with octadecylsulfate alongside compound; Potency, µM (titrated, usually from 57.1 µM), for inactives: top-dose activity change, negative = inhibition; hit rate 2% among 71,000; AID 596, 2007;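 note: potency is the fitted concentration of half-maximal effect; % is set by controls: 0 for no effect and ±100 for the full control effect; actives lower thioflavin S fluorescence by blocking filaments or displacing dye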
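His-tagged recombinant human tau (exons 2, 3 and 10 included), 1 uM, was induced to fibrillize by 30 uM sodium octadecylsulfate with compound present. After 15 h at 37 C, thioflavine S fluorescence (ex 450, em 510 nm) was read.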
Luciferase inh: qHTS Assay for Inhibitors of Firefly Luciferase | AID 411, 2009 | hit rate 2.2% among 72,000 | Potency, µM (doses to about 57.1 µM), inactives show at the highest dose activity change, negative = inhibition, hits mostly inhibitors | purified firefly luciferase, luminescence, 8 min; note: potency is the fitted concentration of half-maximal effect; % is set by controls: 0 for no effect and ±100 for the full control effect; nearly all actives have a fitted effect of over 40% in size
Target sequence (P08659 whole entry, looked up): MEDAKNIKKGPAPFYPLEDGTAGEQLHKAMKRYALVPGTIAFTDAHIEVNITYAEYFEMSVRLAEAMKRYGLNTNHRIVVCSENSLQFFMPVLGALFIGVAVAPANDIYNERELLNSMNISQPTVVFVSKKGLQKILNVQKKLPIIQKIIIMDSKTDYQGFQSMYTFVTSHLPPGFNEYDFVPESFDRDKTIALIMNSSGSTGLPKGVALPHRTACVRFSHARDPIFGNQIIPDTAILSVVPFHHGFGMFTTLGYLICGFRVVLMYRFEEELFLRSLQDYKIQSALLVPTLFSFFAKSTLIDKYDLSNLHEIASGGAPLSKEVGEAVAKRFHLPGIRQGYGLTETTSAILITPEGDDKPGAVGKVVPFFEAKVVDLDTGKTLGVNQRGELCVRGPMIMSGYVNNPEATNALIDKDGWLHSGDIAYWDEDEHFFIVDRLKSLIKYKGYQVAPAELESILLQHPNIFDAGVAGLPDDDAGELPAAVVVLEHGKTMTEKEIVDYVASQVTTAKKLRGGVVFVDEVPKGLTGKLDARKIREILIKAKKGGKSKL
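Luminescence read-out after 8 min at room temperature; enzyme reaction used luciferin plus 10 uM ATP (linear range) in imidazole buffer pH 7.2 with KCl, MgCl2, Tween 20 and BSA. Each sample was run as a titration.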
HADH2 inh: qHTS Assay for Inhibitors of HADH2 (Hydroxyacyl-Coenzyme A Dehydrogenase, Type II) | recombinant HADH2, NADH fluorescence, beta-hydroxybutyryl-CoA | hit rate 3.4% among 73,000 | Potency, µM (series often up to 57.1 µM), inactives show at the highest dose activity change, negative = inhibition, usual class: inhibitors | AID 886, 2007; note: potency is the fitted concentration of half-maximal effect; % is set by controls: 0 for no effect and ±100 for the full control effect; nearly all actives have a fitted effect of over 60% in size; many of its hits are not listed in these tables
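NADH fluorescence (ex 360/em 450 nm) read every 30 s for 4 min; activity taken as last-minus-first time point difference. Enzyme 20 nM, NAD+ 1 mM, beta-hydroxybutyryl-CoA 90 uM, pH 9.0 Tris buffer.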
* marks the source's active call; other numbers are inactive results; i = inactive; ? = inconclusive; . = not tested or not shown; [ ] = dose if it differs, or a comment. Unless noted, calls come from the whole dose curve; as a rule, active = well fitted curve in the direction sought with a large enough effect; inconclusive = small, poorly fitted or top-dose-only effect, or another doubt; inactive = no such curve, though single readings can be large; an effect the other way counts as inactive or inconclusive.

Molecule,HADH2 inh,Luciferase inh,TexasRed autofl,Caspase-7 inhib,Fluorescein autfl,USP2a inhib,Tau filament bind,Casp1 inh,HEK293 cAMP ctrl,Rhodamine autofl,ERK AVP inh
COc1ccccc1-c1nc(N2CCOCC2)c2ccccc2n1,1%,-1%[2.29 µM],i,-1%,i,90%[activator],-17%,-1%,-5%,i,?
O=C(c1cc(-c2ccccc2)on1)N1CCN(C(=O)c2ccco2)CC1,1%,-2%,i,3%,?,-5%,2%,0%,9%,i,-20%
CCOc1cccc(NC(=O)C2CC(=O)N(C)C(=Nc3ccccc3)S2)c1 (configuration not stated),-9%,1%,i,-4%,?,16%,-7%,-3%,-12%,i,?
COc1ccc(CSc2n[nH]c(C)n2)cc1Br,-5%,-2%,.,0%,.,.,4%,-1%,5%,.,-19%
CC(=O)c1c(N2CCN(C(=O)c3ccco3)CC2)nc(=S)n(-c2ccccc2)c1C,7%,0%,i,0%,i,5%,-8%,3%,-4%,i,-15%
Cc1ccc(C2CC(=O)NC3=C2C(=O)CCC3)cc1Br (configuration not stated),7%,0%,i,0%,?,-6%,14%,-1%,5%,i,6%
COc1ccc(C(=O)O)cc1S(=O)(=O)N(C)CCc1cccnc1,-8%,5%,i,8%,?,-11%,-1%,1%,1%,i,3%
O=C(O)c1ccccc1C(=O)Nc1cc2c(cc1Br)-c1ccccc1C2=O,23%[11.4 µM],0%[11.4 µM],i,-4%[11.5 µM],?,.,-2%[11.4 µM],1%[11.5 µM],-19%[11.4 µM],i,8%[11.5 µM]
Cc1ccnc(NC(=O)CCC(=O)N(CC(=O)NC2CCCCC2)c2ccc3c(c2)OCO3)c1,13%,5%,i,7%,i,11%,6%,0%,15%,i,19%
CCOC(=O)c1cc(C#N)c(SCC(=O)c2cc(C#N)c(SC)nc2C)[nH]c1=O,-13%,1%,i,-23%,?,18%,-14%,?,2%,i,-7%
O=C1c2ccccc2C(=O)N1CCc1ccccn1,4%,-10%,i,-2%,i,10%,-19%,-5%,4%,i,5%
CCOC(=O)N1CCC(NC(=O)C2CCCN(S(C)(=O)=O)C2)CC1 (configuration not stated),2%,-2%,i,1%,i,1%,-6%,1%,?,i,-1%
COC(=O)c1c(NC(=O)CN2CCOCC2)sc2c1CCC(C)C2 (configuration not stated),2%,?,?,-4%,i,44%[activator],8%,0%,1%,i,?
CC[C@@H](c1ccccc1)n1c(=O)n2n(c1=O)[C@H]1[C@H](O)[C@H]3O[C@@H]3/C(=N/OC/C=C(\C)CCC=C(C)C)[C@@H]1CC2,3%[11.4 µM],0%[11.4 µM],.,0%[11.5 µM],.,.,.,-1%[11.5 µM],5%[11.4 µM],.,21%[11.5 µM]
COc1ccc2[nH]cc(C3N4CC5(C)CN3CC(C)(C4)C5=O)c2c1 (configuration not stated),-1%,2%,?,1%,i,4%,-1%,-1%,?,i,-2%

Entries from the list above with bromine:
Molecule,HADH2 inh,Luciferase inh,TexasRed autofl,Caspase-7 inhib,Fluorescein autfl,USP2a inhib,Tau filament bind,Casp1 inh,HEK293 cAMP ctrl,Rhodamine autofl,ERK AVP inh
COc1ccc(CSc2n[nH]c(C)n2)cc1Br,-5%,-2%,.,0%,.,.,4%,-1%,5%,.,-19%
Cc1ccc(C2CC(=O)NC3=C2C(=O)CCC3)cc1Br (configuration not stated),7%,0%,i,0%,?,-6%,14%,-1%,5%,i,6%
O=C(O)c1ccccc1C(=O)Nc1cc2c(cc1Br)-c1ccccc1C2=O,23%[11.4 µM],0%[11.4 µM],i,-4%[11.5 µM],?,.,-2%[11.4 µM],1%[11.5 µM],-19%[11.4 µM],i,8%[11.5 µM]

Additional records:
Molecule,HADH2 inh,Luciferase inh,TexasRed autofl,Caspase-7 inhib,Fluorescein autfl,USP2a inhib,Tau filament bind,Casp1 inh,HEK293 cAMP ctrl,Rhodamine autofl,ERK AVP inh
CCN1CCN(c2cc(C)c3cc(NC(=O)c4ccc(Br)o4)ccc3n2)CC1,-11%,-4%,i,-1%,i,25%,53%,-2%,-1%,i,-16%
O=C(NCCOc1ccccc1)c1ncn[nH]1,1%,0%,?,1%,i,3%,-11%,-1%,16%,i,-6%
COc1cccc(-n2nnnc2SCC(=O)Nc2cccc(NC(C)=O)c2)c1,-1%,3%,?,7%,?,-10%,1%,0%,8%,i,-14%
O=C(CSc1nnc(-c2ccco2)n1-c1ccccc1)NCc1ccc2c(c1)OCO2,3%,2%,i,1%,?,6%,2%,0%,14%,i,-6%
CCOC(=O)C1CCCN(C(=O)CCc2ccccc2)C1 (configuration not stated),0%[11.4 µM],1%,.,1%,.,3%[7.66 µM],-1%[11.4 µM],-1%,5%[11.4 µM],.,7%
O=C1CNCc2[nH]c3ccccc3c2N1c1ccccc1,3%,-1%,?,3%,i,1%,-8%,-3%,0%,i,-8%
O=C(O)CSCc1c(F)cccc1Cl,-11%,1%,i,0%,i,-5%,9%,1%,14%,i,-15%
COc1ccc(CCN2CCCn3c2nc2c3c(=O)n(Cc3ccccc3F)c(=O)n2C)cc1OC,14%,2%,?,0%,i,13%,4%,-2%,-11%,i,?
O=C(c1ccc2c(c1)c(=O)oc1ccccc12)N1CCCCC1,-6%,-9%,i,-1%,?,8%,0%,-4%,-3%,i,-1%
CCn1c(N)c(C(=O)NCc2cccnc2)sc1=S,?,-2%,i,0%,i,6%,5%,-1%,2%,i,20%
COc1ccc(C(O)c2nccn2Cc2ccccc2)cc1 (configuration not stated),13%,0%,i,0%,i,1%,2%,0%,7%,i,11%
COc1cc(NC(=O)c2cccc3c2C(=O)N(Cc2cccnc2)C3)cc(OC)c1OC,17%,2%,.,2%,.,.,5%,-3%,14%,.,41%
CCOC(=O)c1ccc(NC(=O)c2ccc3c(c2)OCO3)cc1,10%,-14%,i,0%,i,7%,12%,2%,?,i,-9%
CCCC(=O)n1nc(-c2ccco2)nc1SCc1ccccc1,16µM*,-28%,.,0%,.,.,?,3%,23%,.,10%
O=c1c2c3n(c(=O)nc2[nH]n1-c1ccccc1)CCCCC3,-2%,3%,i,2%,i,-8%,-1%,-1%,11%,i,-18%

Single records (already shown). Order of values: HADH2 inh | Luciferase inh | TexasRed autofl | Caspase-7 inhib | Fluorescein autfl | USP2a inhib | Tau filament bind | Casp1 inh | HEK293 cAMP ctrl | Rhodamine autofl | ERK AVP inh
CCN1CCN(c2cc(C)c3cc(NC(=O)c4ccc(Br)o4)ccc3n2)CC1 as listed: -11% | -4% | i | -1% | i | 25% | 53% | -2% | -1% | i | -16%
O=C(c1ccc2c(c1)c(=O)oc1ccccc12)N1CCCCC1 as listed: -6% | -9% | i | -1% | ? | 8% | 0% | -4% | -3% | i | -1%
O=C(CSc1nnc(-c2ccco2)n1-c1ccccc1)NCc1ccc2c(c1)OCO2 as listed: 3% | 2% | i | 1% | ? | 6% | 2% | 0% | 14% | i | -6%

Carrying on.
Molecule,HADH2 inh,Luciferase inh,TexasRed autofl,Caspase-7 inhib,Fluorescein autfl,USP2a inhib,Tau filament bind,Casp1 inh,HEK293 cAMP ctrl,Rhodamine autofl,ERK AVP inh
Cc1cc(C)nc(SCC(=O)Nc2ccc(S(=O)(=O)Nc3nccs3)cc2)n1,10%[11.4 µM],0%,.,1%,.,4%[7.66 µM],7%[11.4 µM],0%,8%[11.4 µM],.,-8%
Cc1cc(OCc2ccc(F)cc2)nc(-c2ccccc2O)n1,-14%,1%,.,-2%,.,-7%,17%,-3%,26%,.,89%[activator]
CC(CC(=O)NC1CCSC1=O)c1ccccc1 (configuration not stated),13%[11.4 µM],1%,.,0%,.,2%[7.66 µM],-2%[11.4 µM],1%,3%[11.4 µM],.,-14%
COc1cccc(-c2nnc(NC(=O)c3ccc(S(=O)(=O)N(CC(C)C)CC(C)C)cc3)o2)c1,-11%,3%,i,-1%,?,32%[activator],-2%,-1%,4%,i,4%
COc1cccc(NC(=O)CSc2ccc3nnc(-c4ccncc4)n3n2)c1,12%,0%,.,-2%,.,.,-11%,-2%,3%,.,.
COc1cccc(N(C(=O)c2ccco2)C(C(=O)NC2CCCC2)c2ccc(N(C)C)cc2)c1 (configuration not stated),-1%,2%,i,0%,i,10%,-6%,-3%,29%,i,?

These rows are one share of the data; count on the stated rates, not on these rows.
